TRPC4 block – TRPC4 (mouse) channel inhibition; Q9QUQ5; HEK293 TRPC4beta/mu-opioid, DAMGO-evoked Fluo4 calcium flux; stronger effect = lower value; B-score at 10 µM; hit rate 0.39% among 300,000; AID 2247;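 active means B-score over 3 SD under the library average, no early fluorescence shift, positive overall ratio signal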
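Assay system: Stable TRPC4beta/mu-opioid receptor HEK293 cells | Reagent: DAMGO in two steps, submaximal then maximal | Compound dosing: Single concentration per test compound | Signal: Fluo4 Ca2+ flux fluorescence | Evaluation: Per-well B score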
SKKanGAS inh – blocks kanamycin growth of S. pyogenes SKKanGAS strain | AID 1662 | hit rate 1.3% among 300,000 | inhibition, % at 7.5 µM | BacTiter-Glo, 6 h;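 active means mean replicate score, as percent of positive control median, at least 50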;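 further: strain carries kanamycin resistance gene driven by streptokinase promoter and grows in 40 µg/ml kanamycin; loss of luminescence reflects streptokinase promoter inhibition or plain growth inhibition; 0% = median of DMSO wells and 100% = positive control at its reference dose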
ANO1 block – blocks the mouse calcium-activated chloride channel TMEM16A; Q8BHY3; HEK293 TMEM16A/YFP iodide influx fluorescence, ionomycin; normalized B-score (activity score, 25-100; higher = stronger inhibition) at 10 µM; hit rate 1.2% among 310,000; AID 588511;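 active means ratio plate-corrected score three or more library SD toward inhibition, starting fluorescence score within five deviations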;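 further: score derived from kinetic fluorescence span divided by baseline fluorescence per well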
ANO1 activ – mouse TMEM16A channel activation, primary screen. Q8BHY3. HEK293 TMEM16A/YFP-H148Q/I152L, iodide quench fluorescence; stronger effect = lower value. B-score at 10 µM. hit rate 0.3% among 340,000. AID 623877;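 active means fluorescence-ratio B-score plate-corrected deviation score at least 3 library SD below zero, with starting fluorescence score within 5 deviations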;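 further: channel opened by trigger with iodide after compound preincubation; score built on the fluorescence ratio of max minus min over baseline; more negative score means more quench and so TMEM16A activation or potentiation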
MrgX1 antagonist – human MrgX1 receptor antagonism, primary screen; B-score at 10 µM; MRGX1-HEK293 calcium flux, Fluo-4, BAM8-22 antagonism; stronger effect = lower value; hit rate 1.3% among 310,000;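 active means calcium-response B-score plate-corrected more than 3 library SD below zero, starting fluorescence within 5 deviations, no agonist response on first addition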;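 further: peak minus trough fluorescence over baseline after final BAM8-22 challenge near maximal dose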
Target sequence (Q96LB2 whole entry, looked up): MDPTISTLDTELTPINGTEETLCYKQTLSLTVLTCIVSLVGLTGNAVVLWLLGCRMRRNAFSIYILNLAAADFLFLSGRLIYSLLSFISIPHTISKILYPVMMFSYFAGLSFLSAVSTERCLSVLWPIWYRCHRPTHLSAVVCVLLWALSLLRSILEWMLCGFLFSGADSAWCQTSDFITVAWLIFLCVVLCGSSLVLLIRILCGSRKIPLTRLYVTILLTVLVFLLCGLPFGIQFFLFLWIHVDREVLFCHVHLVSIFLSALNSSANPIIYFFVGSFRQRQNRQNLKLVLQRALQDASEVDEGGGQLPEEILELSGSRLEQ
TRPC4 PAM – allosterically enhances the mouse TRPC4 cation channel; B-score at 10 µM; hit rate 0.42% among 310,000; HEK293 TRPC4beta/mu-opioid, DAMGO EC20, Fluo-4 Ca2+ flux; stronger effect = higher value; Q9QUQ5;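 active means B-score of calcium response area above 5 SD of library B-scores, with initial fluorescence ratio within 5 SD of library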;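 further: B-score of integrated fluorescence ratio over time as area under calcium response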
TRPC6 act – activates the mouse TRPC6 cation channel. Q61143. HEK293-TRPC6 membrane potential dye fluorescence; stronger effect = higher value. B-score at 10 µM. hit rate 0.13% among 310,000. AID 2550;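 active means B-score of the integrated fluorescence ratio above library mean plus 3 SD, and starting fluorescence ratio within library mean plus 5 SD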;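 further: higher score means more depolarization so channel activation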
MrgX1 PAM – allosterically activates human MrgX1 receptor signaling; MrgX1-HEK293, Fluo-4 calcium flux, FDSS; stronger effect = higher value; B-score at 10 µM; hit rate 0.63% among 310,000;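 active means plate-corrected calcium response at least 3 library SD above typical, normal starting fluorescence, not activating the receptor alone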;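 further: compound read alongside a low EC10 to EC30 dose of BAM8-22 agonist; peak minus trough fluorescence over baseline measured at the second addition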
TRPC6 inh – inhibitors of mouse TRPC6 channel; Q61143; HEK293-TRPC6, membrane potential dye, ACh-evoked depolarization; stronger effect = lower value; B-score at 10 µM; hit rate 1.1% among 310,000; AID 2553;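 active means B-score under library mean minus 3 SD, initial fluorescence not abnormally high, positive integrated signal ratio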;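 further: B-score derived from integrated fluorescence ratio over the kinetic read; more negative B-score means stronger inhibition of depolarization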
MrgX1 agonist – agonists of human MrgX1 receptor | Q96LB2 | B-score at 10 µM | hit rate 0.44% among 310,000 | MrgX1-HEK293 cells, Fluo-4 calcium fluorescence, agonist mode; stronger effect = higher value;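 active means calcium response B-score plate-corrected fluorescence ratio at least 3 library SD, with starting fluorescence B-score inside 5 SD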
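Test system: HEK293 cells stably expressing human MrgX1 receptor; Input: fifteen thousand cells per well; Dosing: compound delivered in addition one of three; Schedule: overnight seeding, then 1 h dark dye loading; Technique: Fluo-4 NW calcium fluorescence; Measure: B-scored fluorescence response ratio; Controls: positive and negative controls per plate.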
TRPC4 agonist – TRPC4 (mouse) channel activation; HEK293 TRPC4beta/mu-opioid, Fluo4 calcium fluorescence; stronger effect = higher value; B-score at 10 µM; hit rate 0.49% among 310,000;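 active means B-score above 5 SD of library B-scores, and initial fluorescence ratio not above library mean plus 5 SD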;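 further: positive B-score marks a calcium rise read as TRPC4 activation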
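System – HEK293 cells stably co-expressing mouse TRPC4beta and mu-opioid receptor · Signal – Fluo4 calcium-sensitive dye fluorescence, kinetic, 1 Hz baseline · Benchmarks – buffer (low) and maximal DAMGO (high) · Read-out – B score of integrated fluorescence ratio per well · Incubation – dye loading 45 min room temperature, 110 s kinetic read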
An asterisk follows results filed as active; i = inactive; x = no result given.

SMILES	TRPC4 block	SKKanGAS inh	ANO1 block	ANO1 activ	MrgX1 antagonist	TRPC4 PAM	TRPC6 act	MrgX1 PAM	TRPC6 inh	MrgX1 agonist	TRPC4 agonist
CC(C)(C)C(=O)NC1(C(F)(F)F)NC(=O)N(CCc2ccccc2)C1=O (configuration not stated)	i	-1	i	i	i	i	i	i	i	i	i
Nc1c(C(=O)NCc2cccs2)nnn1CC(=O)Nc1cccc(Cl)c1	i	-12	i	i	i	i	i	i	i	i	i
COc1cccc(CNC(=O)COC(=O)CN(C)S(=O)(=O)c2ccc(NC(C)=O)cc2)c1	i	-1	i	i	i	i	i	i	i	i	i
Cc1ccccc1NC(=O)C(NS(=O)(=O)c1ccc2c(c1)c(=O)n(C)c(=O)n2C)c1ccccc1 (configuration not stated)	i	3	i	i	i	i	i	i	i	i	i
O=C(CSc1ccc(Cl)cc1)NC(=O)NCc1ccco1	i	27	i	i	i	i	i	i	i	i	i
COc1ccccc1OCC(=O)Nc1ccncc1	i	8	i	i	i	i	i	i	i	i	i
O=C(CN1C(=O)c2ccccc2C1=O)NCc1ccc(F)cc1	i	5	i	i	i	i	i	i	i	i	i
O=C(O)C1C2C=CC(C2)C1C(=O)NCc1ccccc1F (configuration not stated)	i	0	i	i	i	i	i	i	i	i	i
CC1=C(C(=O)O)N2C(=O)C(NC(=O)c3nn(C)c(C)c3Cl)C2SC1 (configuration not stated)	i	-15	i	i	i	i	i	i	i	i	i
O=C(CSc1nnc(Nc2ccccc2F)s1)Nc1cccc(S(=O)(=O)N2CCCCC2)c1	i	10	i	i	i	i	i	i	i	i	i
O=C(C(c1ccccc1)c1ccccc1)N1CCN(CCN2C(=O)c3cccc4cccc(c34)C2=O)CC1	i	38	i	i	i	i	i	i	i	i	i
COc1ccc(C)cc1S(=O)(=O)N(CC(=O)O)c1ccc(F)cc1	i	-5	i	i	i	i	i	i	i	i	i
COc1ccc(CNC(=O)CN2C(=O)C(C)N(c3ccc(C)cc3)C2=O)cc1 (configuration not stated)	i	-7	i	i	i	i	i	i	i	i	i
CC(C)=CC(=O)OCC(=O)Nc1ncc(Cl)c(C)c1Cl	i	8	i	i	i	i	i	i	i	i	i
COc1ccc(OC)c(-c2csc(NC(=O)c3ccccc3F)n2)c1	i	-8	i	i	i	i	i	i	i	i	i
N/C(=N\OC(=O)CCCc1ccccc1)c1ccccc1Cl	i	12	i	i	i	i	i	i	i	i	i
COc1ccc(-c2nnn(Cc3ccccc3)n2)cc1	i	4	i	i	i	i	i	i	i	i	i
CCN1C(=O)C(CC(=O)Nc2ccc(OC)cc2)N(Cc2cccs2)C1=S (configuration not stated)	i	1	i	i	i	i	i	i	i	i	i
CCOC(=O)c1oc2ccc(Cl)cc2c1NC(C)=O	i	-2	i	i	i	i	i	i	i	i	i
O=C(NCc1ccccn1)C(=O)NCC1OCCN1S(=O)(=O)c1ccc(Cl)cc1 (configuration not stated)	i	-1	i	i	i	i	i	i	i	i	i
COc1ccc(-n2c(Cc3cccn3C)nnc2SCC(=O)Nc2ccc(F)cc2F)cc1	i	-5	i	i	i	i	i	i	i	i	i
COc1ccc(C)cc1NC(=O)c1sc2ncn(CC(=O)N3CCCCC3)c(=O)c2c1C	i	-2	i	i	i	i	i	i	i	i	i
COC(=O)C1=C(C)N(c2ccc(C)c(C)c2)/C(=C/c2cccs2)C1=O	i	4	i	i	i	i	i	i	i	i	i
O=C(/C=C/c1ccccc1Cl)Nc1ccccc1	i	11	i	i	i	i	i	i	i	i	i
CN(C(=O)COC(=O)c1ccc([N+](=O)[O-])cc1N)c1ccccc1	i	-18	i	i	i	i	i	i	i	i	i
Nc1ccc(OCc2ccccc2)cc1	i	4	i	i	i	i	i	i	i	i	i
CN(CC(=O)Nc1ccccc1N1CCCC1)S(=O)(=O)c1ccc(F)cc1	i	-1	i	i	i	i	i	i	i	i	i
C=CCNc1nc(C(=O)OCC(=O)c2ccc(F)cc2)cs1	i	-12	i	i	i	i	i	i	i	i	i
O=C(CSc1ccsc1[N+](=O)[O-])NCCc1ccc(Cl)cc1	i	0	i	i	i	i	i	i	i	i	i
O=C(NCc1cccc(F)c1)c1ccc(N2C(=O)Cn3c(cc4sccc43)C2=O)cc1	i	-3	i	i	i	i	i	i	i	i	i
Cc1cc(C)c2c(-n3cccc3)c(C(=O)NNS(=O)(=O)c3ccc(Cl)cc3)sc2n1	i	29	i	i	i	i	i	i	i	i	i
CCN1CCN(c2nnc(-c3ccc(C)cc3)c3ccccc23)CC1	i	2	i	i	i	i	i	i	i	i	i
CCC(C(=O)NC(C)(C)C)N(Cc1cccs1)C(=O)CNS(=O)(=O)c1ccccc1 (configuration not stated)	i	-11	i	i	i	i	i	i	i	i	i
CN(C)c1cc(-c2ccc(Cl)c(Cl)c2)oc(=O)c1Cl	i	3	i	i	i	i	i	i	i	i	i
O=[n+]1c2c(n([O-])c3c1CCCC3)CCCCC2	i	-10	i	i	i	i	i	i	i	i	i
COc1ccc(-c2csc(NC(=O)CSCC(=O)Nc3cc(C)on3)n2)c(OC)c1	i	1	i	i	i	i	i	i	i	i	i
O=C1S/C(=C\C=C\c2ccco2)C(=O)N1c1ccccc1	i	-7	i	i	i	i	i	i	i	i	i
CCCCC(=O)Nc1ccc(Cl)cn1	i	7	i	i	i	i	i	i	i	i	i
Cc1noc(C)c1COC(=O)c1ccc(F)c(S(=O)(=O)N2CCCCC2)c1	i	-4	i	i	i	i	i	i	i	i	i
CCn1c(=O)c(=O)[nH]c2cc(C(=O)NC3CCCc4ccccc43)ccc21 (configuration not stated)	i	2	i	i	i	i	i	i	i	i	i
CCOC(=O)c1cnc2c(C)cc(Cl)cc2c1NCCCN1CCOCC1	i	-3	i	i	i	i	i	i	i	i	i
Cc1c(Cl)cccc1NC(=S)N=Nc1c(O)n(CN2CCOCC2)c2ccccc12	i	x	i	i	i	i	i	i	i	i	i
COc1ccc(S(=O)(=O)N2CCC(C(=O)NC3CC3)CC2)cc1Cl	i	0	i	i	i	i	i	i	i	i	i
O=C(NC1CCN(Cc2ccccc2)CC1)c1ccccc1F	i	-3	i	i	i	i	i	i	i	i	i
O=C1c2ccsc2SCCN1Cc1ccc(Cl)cc1	i	-1	i	i	i	i	i	i	i	i	i
CCCCCOC(=O)CSc1nc2c(c(=O)[nH]c(=O)n2C)n1CCc1ccccc1	i	22	i	i	i	i	i	i	i	i	i
Cc1ccc(S(=O)(=O)N2CCC(c3nnc(SCCN4CCCC4)n3C)CC2)cc1	i	-2	i	i	i	i	i	i	i	i	i
Cn1c(SCC(=O)NC2CC2)nnc1-c1ccccc1Cl	i	4	i	i	i	i	i	i	i	i	i
O=[N+]([O-])c1ccc(-[n+]2ccc3ccccc3c2)c([N+](=O)[O-])c1	i	6	i	i	i	i	i	i	i	i	i
CCc1ccc(NS(=O)(=O)c2ccc(C)c(C(=O)N3CCOCC3)c2)cc1	i	-4	i	i	i	i	i	i	i	i	i
More records.
SMILES	TRPC4 block	SKKanGAS inh	ANO1 block	ANO1 activ	MrgX1 antagonist	TRPC4 PAM	TRPC6 act	MrgX1 PAM	TRPC6 inh	MrgX1 agonist	TRPC4 agonist
CCSc1nnc2nc3[nH]c4c(C)cccc4c3nn12	i	-9	i	i	i	i	i	i	i	i	i
CC(C)Oc1ccc(C(=O)Nc2ccc(C(F)(F)F)n(C)c2=O)cc1	i	1	i	i	i	i	i	i	i	i	i
[O-][n+]1cccc2ncc3cscc3c21	i	-12	i	i	i	i	i	i	i	i	i
O=C1NCCCC1C(=O)N/N=C/c1ccccc1[N+](=O)[O-] (configuration not stated)	i	3	i	i	i	i	i	i	i	i	i
CC1CCN(C(=O)c2cc3nc(-c4ccccc4)cc(-c4ccccc4)n3n2)CC1	i	14	i	i	i	i	i	i	i	i	i
COc1ccc(-c2ncccc2OC(=O)C23CC4CC(CC(C4)C2)C3)cc1	i	9	i	i	i	i	i	i	i	i	i
Cc1ccc(C)c(Cc2c(C)nc(C)[nH]c2=O)c1	i	-2	i	i	i	i	i	i	i	i	i
N#CC1=C(N)N(c2ccc(F)cc2)C(=O)C1	i	0	i	i	i	i	i	i	i	i	i
COc1ccc(NC(=O)C/C(C)=N/NC(=O)CCc2ccccc2)c(OC)c1	i	2	i	i	i	i	i	i	i	i	i
COc1ccc(Cl)cc1NC(=O)CN(C)S(=O)(=O)c1cccs1	i	8	i	i	i	i	i	i	i	i	i
Cn1nccc1/C=N\NC(=O)c1ccc(Cl)cc1	i	19	i	i	i	i	i	i	i	i	i
CCN1CCSc2ccc(C(=O)NCc3ccccc3F)cc21	i	-1	i	i	i	i	i	i	i	i	i
COc1ccc(NC(=O)CC(C)n2ccnc2)cc1 (configuration not stated)	i	7	i	i	i	i	i	i	i	i	i
COC(=O)c1ccc2nc(NC(=O)C(C)(C)C)sc2c1	i	0	i	i	i	i	i	i	i	i	i
CCN1C(=O)[C@@H]2[C@@H](c3ccc(-c4ccc(OC)cc4)cc3)N3CCC[C@@]3(C(=O)OC)[C@@H]2C1=O	i	0	i	i	i	i	i	i	i	i	i
O=C(CSc1nc2c(sc3ccccc32)c(=O)n1-c1ccccc1)NCc1ccco1	i	15	i	i	i	i	i	i	i	i	i
CN(C(=O)COC(=O)COc1ccc(Cl)cc1Cl)c1c(N)n(Cc2ccccc2)c(=O)[nH]c1=O	i	0	i	i	i	i	i	i	i	i	i
COc1cc(-n2nnnc2SCC(=O)N2CCN(c3ccc(F)cc3)CC2)c(OC)cc1Cl	i	23	x	i	x	i	i	x	i	x	i
COc1cc2c(cc1OC)CN(Cc1cc(OC)c(O)c(OC)c1)CC2	i	-4	i	i	i	i	i	i	i	i	i
CN(C)S(=O)(=O)N1CCN(C(=O)N(c2ccccc2)c2ccccc2)CC1	i	-5	i	i	i	i	i	i	i	i	i
CC(=O)C1=C(C)NC(SCc2cccc3ccccc23)=C(C#N)C1c1ccco1 (configuration not stated)	i	1	i	i	i	i	i	i	i	i	i

Screens as filed in PubChem BioAssay.
